# Screens (PubChem BioAssay)
# S1P2 blocker: S1P2 (human) receptor antagonism; O95136; cell-based S1P2 antagonist assay, inhibition at 5 uM; 0.21% of 97,000 active; inhibition, % at 5 µM; in the data active = inhibition above about 45%;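 note: CRE beta-lactamase reporter cells expressing human S1P2 stimulated with S1P; 0% = agonist at EC80 alone and 100% = agonist plus reference antagonist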
# Target sequence (O95136 whole entry, looked up): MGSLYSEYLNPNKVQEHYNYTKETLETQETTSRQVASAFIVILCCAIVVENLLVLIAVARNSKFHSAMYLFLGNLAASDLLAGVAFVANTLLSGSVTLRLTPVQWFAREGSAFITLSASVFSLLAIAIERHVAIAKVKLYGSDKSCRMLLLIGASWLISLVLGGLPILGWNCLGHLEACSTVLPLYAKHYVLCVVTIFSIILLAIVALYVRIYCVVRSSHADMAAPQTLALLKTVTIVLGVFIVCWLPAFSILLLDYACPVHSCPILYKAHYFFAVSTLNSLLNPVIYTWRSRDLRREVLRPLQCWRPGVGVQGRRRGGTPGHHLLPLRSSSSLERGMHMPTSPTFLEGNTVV
# sEH act: increases human soluble epoxide hydrolase activity; P34913; purified human sEH enzymatic activity, activator screen; activation, % at 2 µM; 0.04% of 91,000 active; AID 717; in the data active = activation above about 37%; note: values of inactives mirror those of a sister screen read the other way
# Target sequence (P34913 whole entry, looked up): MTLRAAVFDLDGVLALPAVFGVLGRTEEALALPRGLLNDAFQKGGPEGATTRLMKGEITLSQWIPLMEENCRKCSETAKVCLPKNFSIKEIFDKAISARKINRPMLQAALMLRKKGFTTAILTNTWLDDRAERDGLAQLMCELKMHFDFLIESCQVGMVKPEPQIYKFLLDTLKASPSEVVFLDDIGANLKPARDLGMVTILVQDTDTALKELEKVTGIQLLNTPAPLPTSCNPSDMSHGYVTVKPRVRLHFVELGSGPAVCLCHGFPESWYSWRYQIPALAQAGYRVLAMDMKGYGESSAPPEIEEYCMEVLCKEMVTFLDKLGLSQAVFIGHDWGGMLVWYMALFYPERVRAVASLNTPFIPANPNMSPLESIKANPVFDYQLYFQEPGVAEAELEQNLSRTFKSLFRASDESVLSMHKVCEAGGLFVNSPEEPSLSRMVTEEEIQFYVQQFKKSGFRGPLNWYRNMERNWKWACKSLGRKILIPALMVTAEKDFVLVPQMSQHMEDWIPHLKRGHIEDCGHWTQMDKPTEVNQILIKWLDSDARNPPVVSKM
# Ecoli WT expand: E. coli BW25113 growth inhibition, expanded screen | OD600 absorbance | growth inhibition, % at 100 µM | 0.15% of 98,000 active | AID 710;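 active = growth inhibition above about 50% at one test dose, limit read from the data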;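 note: growth measured after 20 h incubation at 37 °C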
# PostGolgi ctrl: growth of the yeast control strain, post-Golgi counter-screen; efflux-deficient yeast background strain, growth absorbance A615, 16 h; inhibition, % at 10 µM; 5% of 98,000 active
# PostGolgi yeast: growth inhibition of a yeast mutant, post-Golgi transport screen; post-Golgi transport phenotypic cell assay; inhibition, % at 10 µM; 0.9% of 98,000 active; AID 739;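 note: yeast cells grown in 1536-well plates; yeast grown about 18 h at 30C before absorbance read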
# PLAP act: activators of human placental alkaline phosphatase; P05187; purified PLAP enzyme, luminescent substrate read-out; hits give high values; activation fold at 20 µM; 1.2% of 96,000 active; in the data active = activation fold above about 2
# CD11b adhes inh: blocks human CD11b/CD18 adhesion to fibrinogen; P05107+P11215; K562 CD11b/CD18 adhesion to fibrinogen, ATPlite luminescence; Mn2+ added to activate the integrin; inhibition, % at 10 µM; 0.54% of 93,000 active; AID 1497;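 active = primary inhibition of 50% or more at 10 µM, then 40% or more on retest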; note: some results filed as inactive read as strong as hits
# S1P2 ag: activates the human S1P2 receptor; AID 729; activation, % at 4.5 µM; S1P2-expressing cell line, agonist reporter read-out; 0.46% of 97,000 active; in the data active = activation above about 16%;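 note: 0% = vehicle low control and 100% = maximal reference agonist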
# sEH inhibitor: blocks human soluble epoxide hydrolase activity; P34913; recombinant human sEH enzymatic activity assay; inhibition, % at 2 µM; 0.34% of 91,000 active; AID 707; in the data active = inhibition above about 80%; note: values of inactives mirror those of a sister screen read the other way; many of its hits are not listed in these tables
# Starred values were filed as active, the others as inactive; nt = not tested or not shown. Cut-off read from the data, not from the text of the source, unless noted: active = inhibition above about 30%; inactive = the rest.
SMILES,S1P2 blocker,sEH act,Ecoli WT expand,PostGolgi ctrl,PostGolgi yeast,PLAP act,CD11b adhes inh,S1P2 ag,sEH inhibitor
COc1ccc(CCNC(=O)CCSc2nc(-c3ccco3)cc(C(F)(F)F)n2)cc1OC,7,-80,4,3,-3,0.8,10,-8,80
O=C(CSc1ncccc1-c1nc2ccccc2[nH]1)N1CCCCC1,-11,3,1,4,-10,1.1,24,-2,-4
COc1cccc(NS(=O)(=O)Cc2ccccc2)c1,-3,-4,10,0,7,1,nt,-12,4
Cc1cc(C)n(-c2c(F)c(F)c(COC(=O)c3ccccc3)c(F)c2F)n1,-6,-7,-15,25,22,1.2,8,-4,5
OCCOCCNc1ncnc2c1cnn2-c1ccccc1,16,-14,8,7,-6,nt,nt,-5,15
CCC(=O)Nc1ccc(N2CCCCC2)cc1,-19,0,1,5,15,1.2,9,-1,-2
CCn1c(CNC(=O)c2cccs2)nnc1SCC(=O)NCCc1ccccc1,-17,-54,7,31*,3,1.3,-20,-5,53
Cc1cccc(N2CCN(C(=O)CCCOc3ccccc3)CC2)c1C,5,nt,0,33*,16,1.4,39,-1,nt
CCOC(=O)C1CCN(c2c(NCCCN(C)C3CCCCC3)c(=O)c2=O)CC1,nt,nt,5,-1,3,0.9,2,nt,nt
COc1ccc(OC)c(C(=O)c2coc3ccc(O)cc23)c1,16,-1,4,9,21,1,-6,-2,-1
O=C(Nc1ccc2c(c1)OCCO2)C1CCN(c2nnnn2-c2ccccc2)CC1,12,-33,1,16,-2,1,9,-2,32
Cc1ccccc1C(=O)NCc1ccncc1,7,-2,1,7,-10,0.8,14,-8,0
CCCCC(=O)Nc1ccc(NC(=O)c2ccc3c(c2)OCO3)cc1OC,-5,10,-15,-7,-15,0.8,-8,-3,-9
Cn1cc(S(=O)(=O)N2CCN(C(=O)c3ccco3)CC2)c(=O)n(C)c1=O,-5,3,1,8,-2,1,6,-5,-4
COc1cc(NC(=O)CN2CCN(c3ccccc3F)CC2)cc(OC)c1,nt,nt,-4,3,2,1.2,-23,nt,nt
CCN(CC)S(=O)(=O)c1ccc2oc(C(=O)Nc3ccc(OC)cc3OC)c(C)c2c1,-3,2,-13,16,0,1,23,-4,-3
Cc1nn(C)c(C)c1NC(=O)c1ccc(S(=O)(=O)N(C)C)cc1,-54,10,11,-1,2,0.8,-1,-7,-10
O=[N+]([O-])c1cccc(N=NN(CCO)c2cccc([N+](=O)[O-])c2)c1,-13,-1,-10,1,8,0.7,-16,-2,-4
O=C(CS(=O)(=O)Cc1ccccc1)NCC1CCCO1 (stereo not drawn),18,6,-1,-13,-5,1,-19,-9,-5
COC(=O)C1=C2SC(C)C(=O)N2C(N)=C(C#N)C1c1cc(OC)c(OC)c(OC)c1 (stereo not drawn),-1,4,-1,18,9,1.4,6,-8,-6
CCOc1cccc(C(=O)Nc2cccc(-c3nnc(-c4ccc(C)cc4)o3)c2)c1,5,1,5,-10,-3,0.9,nt,-1,-7
O=C(CNS(=O)(=O)c1cccc2nsnc12)NCc1ccc(Cl)cc1,nt,nt,6,-4,-3,1,-10,nt,nt
CCOc1cc(N2CCOCC2)c(OCC)cc1NC(=O)CC12CC3CC(CC(C3)C1)C2,-6,-5,-1,12,-2,1.7,3,0,6
Cc1cccc(NC(=O)Cc2cccs2)n1,-5,-24,7,10,2,1.2,59,2,23
CC(C)OC(=O)c1cn(-c2ccccc2)nc1-c1ccco1,-13,-18,2,16,-4,1.3,-7,-7,17
O=C(NC(=S)Nc1ccccc1)c1csnn1,4,7,2,-5,-3,1.1,-4,-4,-10
O=C1c2cccc3cccc(c23)C(=O)N1c1nccs1,12,-19,-13,-17,-2,1.1,21,0,18
CCc1nccn1S(=O)(=O)c1ccc2ccc(C)cc2c1,-12,5,8,5,-2,1.1,-52,-1,-6
COc1ccc(-c2[nH]nc3oc(=O)cc(C)c23)cc1,-64,4,5,0,0,1.8,-1,1,-3
CCCCn1c(SCC(=O)NCc2ccco2)nc2cc(S(N)(=O)=O)ccc21,0,0,-2,10,8,1.1,-6,-2,0
COc1ccccc1OCC(=O)Nc1ccc(Cl)cc1,1,17,nt,nt,nt,nt,nt,-4,-16
CCn1c(=O)cc(OCC(=O)NCc2ccco2)c2ccccc21,-4,-14,8,-2,-2,1,8,-4,15
Cc1ccccc1/C(N)=N/OC(=O)/C=C/c1ccccc1,-12,11,17,2,16,0.7,8,-3,-15
O=C(Nc1ccc(Cl)cc1)[C@@H]1[C@@H]2C(=O)N(c3ccc(Cl)cc3Cl)C(=O)[C@@H]2[C@H]2C=CC=NN21,6,2,-2,13,2,1.5,-9,-1,-3
Cc1cc(C)cc(N(CC(=O)Nc2cccc(C)n2)S(=O)(=O)c2c(C)noc2C)c1,7,-4,-3,12,-1,nt,nt,-4,4
O=C(NC1CC2CCC1C2)c1ccc(CN2CCOCC2)cc1 (stereo not drawn),-7,-8,-5,3,-5,1.2,-8,0,10
NC(=O)CN1C(=O)C2C3C=CC(C3)C2C1=O (stereo not drawn),20,2,-7,8,-5,1.1,11,-6,-3
CCCCOc1ccc(-c2nnn(CC(=O)c3c[nH]c4ccccc34)n2)cc1,23,2,1,10,-5,0.9,nt,-2,0
COc1cc(-c2nc(S(=O)(=O)c3ccc(Cl)cc3)c(N(C)C)o2)cc(OC)c1OC,3,-6,nt,nt,nt,nt,nt,-1,5
COC(=O)C(Cc1cnc(Cl)s1)(C(=O)OC)c1ccc([N+](=O)[O-])cc1[N+](=O)[O-],2,-7,-1,15,8,1.4,7,-2,7

# Reformatted with tabs: part of the list above
Structure	S1P2 blocker	sEH act	Ecoli WT expand	PostGolgi ctrl	PostGolgi yeast	PLAP act	CD11b adhes inh	S1P2 ag	sEH inhibitor
COc1cc(-c2nc(S(=O)(=O)c3ccc(Cl)cc3)c(N(C)C)o2)cc(OC)c1OC	3	-6	nt	nt	nt	nt	nt	-1	5
COC(=O)C(Cc1cnc(Cl)s1)(C(=O)OC)c1ccc([N+](=O)[O-])cc1[N+](=O)[O-]	2	-7	-1	15	8	1.4	7	-2	7

# Carrying on.
SMILES,S1P2 blocker,sEH act,Ecoli WT expand,PostGolgi ctrl,PostGolgi yeast,PLAP act,CD11b adhes inh,S1P2 ag,sEH inhibitor
CC(C)c1nnc(NC(=O)C2CCN(c3cnccn3)CC2)s1,-7,10,nt,nt,nt,nt,nt,-7,-11
CCc1c(C)nc2c(C#N)c[nH]n2c1=O,17,nt,-14,3,15,1.1,4,-5,nt
COc1ccccc1S(=O)Cc1ccc(C(=O)NC2CCCC2)o1 (stereo not drawn),-19,1,8,13,-3,1.1,-3,3,2
CC(C)c1ccc(C(=O)N(c2ccccn2)C(C)c2ccco2)cc1 (stereo not drawn),2,11,3,5,4,1.1,-5,-2,-9
O=C(Nc1ccc2c(c1)OCO2)NC1CCN(Cc2ccccc2)CC1,-4,-10,2,-2,17,1.1,-26,-6,12
CC(=O)N1CCN(c2ccc(Oc3nnnn3-c3ccccc3)cc2)CC1,18,nt,-8,12,-5,1.4,5,-4,nt
N#Cc1ccccc1OCCN1C(=O)c2ccccc2C1=O,-2,-4,-1,14,-3,1.3,6,-6,7
O=C(Cn1ccc2ccccc2c1=O)NCCC(=O)Nc1ccc2c(c1)OCCO2,16,nt,3,-1,5,1.1,1,-3,nt
Cc1ccc(SCC(=O)Nc2cccc(-c3nnc(-c4ccco4)o3)c2)cc1,-16,-6,4,1,29,0.8,27,-6,8
CC(c1ccccc1)C(CC(=O)O)C(=O)NC1CCCCC1 (stereo not drawn),-6,nt,5,9,-16,1.1,2,-2,nt
Cc1ccc(-c2nn(CC(N)=O)c(=O)c3ccccc23)cc1S(=O)(=O)N(C)C,-5,10,-8,20,2,1.8,4,-6,-13
CCOC(=O)N1CCC(N2Cc3cccc(C(=O)Nc4cc(F)ccc4F)c3C2=O)CC1,20,6,-9,4,7,1.2,-5,-4,-7
Cc1ccc(C(=O)NCc2ccccn2)c(Cl)c1,-9,-6,5,5,-1,1.1,-12,-5,5
CCSc1ccccc1C(=O)Nc1cccc(OC)c1,0,0,3,5,0,0.9,-1,0,-2
Cc1ccc(OCC(=O)O)c(-n2nc3ccccc3n2)c1,-2,1,-7,24,0,1,-5,-7,-2
Nn1c(SCC(=O)Nc2ccc(F)cc2)nnc1C1CCCCC1,-7,3,2,0,-2,0.7,0,0,-2
O=C(O)COCC(=O)Nc1ccc2c(c1)CCC2,10,6,2,3,-1,1,5,-8,-6
N#CC1(c2c(O)nc3n(c2=O)CCCS3)CCCCC1,12,-9,-2,-2,9,0.9,-1,-8,9
CC(NC(=O)C1(C)CC1(Br)Br)C(C)(C)C (stereo not drawn),-11,10,-2,26,2,0.8,nt,-5,-4
CC1CCCN(C(=O)C2c3ccccc3C(=O)N3CCc4ccccc4C23)C1 (stereo not drawn),1,6,7,-2,2,1.2,8,-5,-9
Cn1c(=O)c2c(nc(N3CCCCCC3)n2CC(O)COc2ccc(Cl)cc2)n(C)c1=O (stereo not drawn),-9,3,-16,20,0,1,-7,0,-4
CCOC(=O)CC(=O)CSc1nc(N)c(C#N)c(-c2ccc(Cl)cc2)c1C#N,-11,nt,-19,23,9,1.6,5,-4,nt
O=C(CN(CC1CCCO1)C(=O)CNS(=O)(=O)c1ccc(Cl)cc1)NCC1CCCO1 (stereo not drawn),-20,-9,nt,nt,nt,nt,nt,-5,9
Cc1ccccc1-n1nnnc1SCc1ncc(-c2ccccc2)o1,14,nt,-14,14,0,1,3,-7,nt
NC(=O)c1ccc(N2CCCCC2)c(N2C(=O)C3CC=CCC3C2=O)c1 (stereo not drawn),16,7,-2,0,-3,1,nt,-13,-7
CCOC(=O)COc1ccc2nsnc2c1Cl,3,nt,12,-5,3,0.9,-16,-1,nt
CCOc1ccc2nc(SCC(=O)N(C)C3CCS(=O)(=O)C3)[nH]c2c1 (stereo not drawn),-9,2,9,3,-2,1.3,-16,0,1
OC(CN1CCN(c2ccccc2)CC1)c1c[nH]c2ccccc12 (stereo not drawn),17,5,6,-2,1,1.1,0,-3,-5
Brc1ccc(-c2cnc(-c3cccs3)o2)cc1,9,24,2,19,3,1.1,-3,-3,-25
COc1ccc(C2CC(c3c(Cl)cccc3Cl)n3nc(N)nc3N2)cc1 (stereo not drawn),11,8,-1,16,-1,0.9,-6,-2,-6
COc1ccc(-c2ccc(Nc3ccc(S(=O)(=O)N4CCCC4)cc3)nn2)cc1OC,12,1,-1,-2,2,nt,nt,-2,2
Cc1ccc(CC(=O)NCC(C)C)cc1,-8,4,0,2,-9,0.9,-11,-4,-4
c1ccc(-n2nnc3cnccc32)cc1,nt,nt,6,-4,-1,0.8,-16,nt,nt
CCc1c(C)nc2ncnn2c1N1CCCC(C(=O)NCCc2ccc(OC)cc2)C1 (stereo not drawn),-14,-59,-6,2,4,1,1,-5,60
Cc1ccc(Cn2nc(-c3ccccc3)nc2-c2ccccc2)cc1,14,5,-8,29,-7,0.9,nt,-3,-2
CCN(Cc1ccccc1)C(=O)Cn1c(=O)n(CC(=O)NCc2ccco2)c(=O)c2sccc21,-13,-10,-2,-3,-15,1,-1,-3,9
O=C(COc1ccc(Cl)cc1Br)NNC(=O)C(=O)N1CCCCC1,-12,3,0,3,-21,1.9,-28,-5,0
CC1CCCC(C)N1CCNC(=O)C1CCN(S(=O)(=O)N2CCCCC2)CC1 (stereo not drawn),-11,-4,1,18,1,1.6,-11,-6,3
CC(C)(C)c1nn(-c2ccccc2)c2[nH]c(=O)c(CNc3ccc4c(c3)OCCO4)cc12,-20,12,-12,11,-4,1.7,-1,-1,-18
Cn1c(=O)[nH]c(=O)c2c1nc(N1CCOCC1)n2CCN1CCOCC1,-7,-4,5,4,2,1,-16,-7,7
Cc1ccc(SCC2CNc3nc4ccccc4c(=O)n32)c(C)c1 (stereo not drawn),-16,-6,5,24,-4,1.5,nt,-3,11

# Part of the list above in order of number of heavy atoms, smallest number first.
SMILES,S1P2 blocker,sEH act,Ecoli WT expand,PostGolgi ctrl,PostGolgi yeast,PLAP act,CD11b adhes inh,S1P2 ag,sEH inhibitor
COc1ccccc1OCC(=O)Nc1ccc(Cl)cc1,1,17,nt,nt,nt,nt,nt,-4,-16
OC(CN1CCN(c2ccccc2)CC1)c1c[nH]c2ccccc12 (stereo not drawn),17,5,6,-2,1,1.1,0,-3,-5
COc1cc(NC(=O)CN2CCN(c3ccccc3F)CC2)cc(OC)c1,nt,nt,-4,3,2,1.2,-23,nt,nt
CCOc1cccc(C(=O)Nc2cccc(-c3nnc(-c4ccc(C)cc4)o3)c2)c1,5,1,5,-10,-3,0.9,nt,-1,-7
